TDP43 rescue: rescues yeast growth from TDP-43 toxicity. actives 1.8% (n = 410,000). TDP-43 expressing yeast growth rescue, BacTiter-Glo, 24 h. AID 652104. Potency, µM (doses to about 46.1 µM), for the others: at the top dose growth rescue (activation), actives largely listed as activators; further: potency means the concentration at half of the fitted maximal effect; % of control where 0% means no effect; nearly all actives have a fitted effect of over 50% in size
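Yeast cells expressing TDP-43 under galactose induction are exposed to compounds for 24 hr at 30 deg C. BacTiter-Glo luminescence measures growth, so protective compounds score as activators.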
D3 antag: D3 dopamine receptor (human) antagonism; P35462; D3R cells, DiscoveRx beta-arrestin luminescence, antagonist mode; hits give low values; max response, negative = inhibition, %; actives 2.5% (n = 360,000); in the data active means max response below about -50%; inconclusive means no clear call, values can overlap the other calls; further: on the % scale 0 is the no-effect control and ±100 the full control effect; mostly tested at two doses, the higher about 12 µM
Target sequence (P35462 whole entry, looked up): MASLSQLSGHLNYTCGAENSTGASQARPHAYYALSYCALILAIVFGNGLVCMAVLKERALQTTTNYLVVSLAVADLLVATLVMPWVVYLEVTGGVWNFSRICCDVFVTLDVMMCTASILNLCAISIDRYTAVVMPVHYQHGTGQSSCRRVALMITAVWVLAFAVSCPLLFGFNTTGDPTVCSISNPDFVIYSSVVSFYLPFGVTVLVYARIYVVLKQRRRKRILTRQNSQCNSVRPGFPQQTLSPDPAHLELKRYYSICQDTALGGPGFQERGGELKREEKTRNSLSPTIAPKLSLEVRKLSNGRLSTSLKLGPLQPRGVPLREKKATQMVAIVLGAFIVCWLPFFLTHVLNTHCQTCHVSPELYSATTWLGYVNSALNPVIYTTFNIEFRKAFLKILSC
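Cells expressing the human receptor were seeded at 1500 cells/well, incubated overnight at 37 degrees C in 5% CO2, then exposed to library compounds with dopamine controls for 90 minutes at 37 degrees C before luminescent detection.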
aSyn yeast inh: alpha-synuclein toxicity inhibition in yeast | Yeast expressing alpha-synuclein, growth rescue, BacTiter-Glo, 24 h | Potency, µM (titrated, usually from 46.1 µM), inactives show at the highest dose growth rescue (activation), most hits filed as activators | actives 0.14% (n = 370,000); further: potency means the concentration at half of the fitted maximal effect; % of control where 0% means no effect; nearly all actives have a fitted effect of over 65% in size
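Screening used galactose-induced yeast with toxic alpha-synuclein levels, exposed to compound for 24 hr at 30 deg C. Cell growth, read with BacTiter-Glo luminescence, gave the measured signal.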
HEK293 tox: cytotoxic in the GLP-1 receptor inverse agonist counter-screen; HEK293 cAMP-luciferase reporter cells, luminescence, 24 h; Potency, µM (top dose mostly 38.3 µM), for inactives: at the top dose activity change, negative = inhibition, most hits filed as inhibitors; actives 0.13% (n = 410,000); AID 624418;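 further: loss of luciferase light is scored as toxicity; potency means the concentration at half of the fitted maximal effect; on the % scale 0 is the no-effect control and ±100 the full control effect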
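Luminescence readout: signal drop marks cytotoxicity. Plated cells grew 12 h at 37 °C, 5% CO2, received 23 nL compound for 24 h, then got luciferase reagent, read after 12 min at RT.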
GLP-1R agonist: activates the human GLP-1 receptor. actives 0.007% (n = 380,000). Potency, µM (highest dose often 45.6 µM), inactives show at the top dose activation, actives largely listed as activators. P43220. HEK293 GLP-1R CRE-luciferase, luminescence, 4-6 h; cells express a hypersensitive GLP-1R form; further: potency means the concentration at half of the fitted maximal effect; % of control where 0% means no effect
Target sequence (P43220 whole entry, looked up): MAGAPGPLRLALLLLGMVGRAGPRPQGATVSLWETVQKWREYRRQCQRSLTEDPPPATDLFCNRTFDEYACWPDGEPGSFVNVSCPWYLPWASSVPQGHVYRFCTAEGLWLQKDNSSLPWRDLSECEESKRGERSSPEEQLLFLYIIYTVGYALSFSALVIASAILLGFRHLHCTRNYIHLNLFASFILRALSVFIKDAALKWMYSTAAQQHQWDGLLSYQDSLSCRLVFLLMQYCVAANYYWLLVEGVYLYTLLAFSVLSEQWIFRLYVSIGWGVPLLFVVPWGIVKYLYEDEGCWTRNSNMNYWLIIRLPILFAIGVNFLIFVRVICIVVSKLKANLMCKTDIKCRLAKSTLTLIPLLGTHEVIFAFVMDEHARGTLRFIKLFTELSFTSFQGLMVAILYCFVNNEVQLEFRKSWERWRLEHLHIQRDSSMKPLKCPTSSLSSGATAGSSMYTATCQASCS
KB-V1 MDR tox: KB-V1 MDR subline cytotoxicity; KB-V1 MDR cells viability, CellTiter-Glo, 72 h; Potency, µM (series often up to 46.1 µM), for inactives: at the highest dose activity change, negative = cytotoxicity, actives largely listed as cytotoxic; actives 3.4% (n = 400,000); further: potency means the concentration at half of the fitted maximal effect; on the % scale 0 is the no-effect control and ±100 the full control effect; nearly all actives have a fitted effect of over 60% in size
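In this primary screen, KB-V1 cells overexpressing P-gp are incubated with library compounds (lowest to highest concentration) for 72 h at 37 degrees C before a luminescent ATP viability read.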
PTHR1 ag: activates the human parathyroid hormone receptor PTHR1. HEK293 GP2 PTHR1 cells, GloSensor cAMP luminescence, 1 h. Potency, µM (highest dose often 115 µM), inactives show at the top dose activation, hits mostly activators. actives 0.075% (n = 410,000). AID 743266; further: potency means the concentration at half of the fitted maximal effect; nearly all actives have a fitted effect of over 55% in size; some results filed as inactive show a strong effect at the top dose; inactives centre near -15; many of its hits are not listed in these tables
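HEK-293-derived GP2 cells expressing PTHR1 and a GloSensor cAMP reporter, 3,000/well, plated overnight, given luciferin plus IBMX (each 0.5 mM as added) for 1 h at 37 °C, then compound for 1 h at 37 °C. Luminescence was read after 15 min at room temperature.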
DRD3 agonist: activates the human D3 dopamine receptor | D3R DiscoveRx beta-arrestin cells, luminescence, 90 min | P35462 | max activation, % | actives 0.58% (n = 410,000); in the data active means max activation above about 30%; further: 0% is about no effect; mostly tested at two doses, the higher about 12 µM
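Agonist mode: compounds and dopamine controls were applied to plated cells for 90 min at 37 degrees C after an overnight attachment at 1500 cells/well. Luminescent read-out followed 30 - 60 minutes at room temperature with DiscoveRx detection reagent.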
GLP-1R inv ag: inverse agonists of human GLP-1 receptor. Potency, µM (series often up to 38.3 µM), for inactives: top-dose activity change, negative = inhibition, most hits filed as inhibitors. HEK293 GLP-1R CRE-luciferase, luminescence, 24 h; GLP-1R form is constitutively active. actives 1.6% (n = 410,000). P43220. AID 624417; further: potency means the concentration at half of the fitted maximal effect; on the % scale 0 is the no-effect control and ±100 the full control effect; nearly all actives have a fitted effect of over 55% in size
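qHTS in 1536-well format: reporter HEK293 cells expressing constitutive GLP-1R activity in DMEM + 10% Nu serum, 24 hr with compounds at 37 deg C, luminescence read after 12 min with detection reagent.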
* marks the source's active call; other numbers are inactive results; i = inactive; ? = inconclusive; nt = not tested or not shown; [ ] = another dose, or the depositor's remark. Unless noted, the call rests on the fitted dose curve; in most records, active means well fitted curve in the direction sought with a large enough effect; inconclusive means small, poorly fitted or top-dose-only effect, or another doubt; inactive means no such curve, though single readings can be large; an effect the other way counts as inactive or inconclusive.

The line under a structure holds: TDP43 rescue | D3 antag | aSyn yeast inh | HEK293 tox | GLP-1R agonist | KB-V1 MDR tox | PTHR1 ag | DRD3 agonist | GLP-1R inv ag
CCn1c(O)c(/C=N/NC(=O)c2ccncc2)c(=O)n(CC)c1=S
→ 18% | 4 | -9% | 203%[activator] | -6% | 16% | -24% | 0 | 1%
CC1Cc2cc(S(=O)(=O)N(Cc3ccccc3)C(C)C)ccc2N1C(=O)C1CCC1 (configuration not stated)
→ 3% | nt | nt | 0% | nt | ? | -26% | -10 | ?
CCN(CCCNS(=O)(=O)c1ccc2c(c1)oc(=O)n2C)c1cccc(C)c1
→ -2% | 17 | 3% | -7% | 3% | 0% | i | -7 | ?
c1ccc2c(c1)c1cccc3ccc4cccc2c4c31
→ ? | 26 | 11% | 3% | 6% | 23% | -14% | 3 | 2%
COc1ccc(CCNc2oc(-c3ccc(OC)c(OC)c3)nc2P(=O)(OC)OC)cc1OC
→ 15% | 3 | -3% | 11% | ? | -3% | i | 6 | 218%[activator]
COc1ncccc1C(=O)NCC(CC(=O)O)c1ccccc1 (configuration not stated)
→ 17% | 20 | -6% | 2% | -1% | -1% | i | 4 | -16%
COc1ccc2[nH]cc(CCN(C)C)c2c1
→ 13% | 5 | 6% | 6% | 1% | 6% | -16% | 9 | 1%
FC(F)(F)c1ccc(NC2=NCCCS2)cc1
→ 6% | -23 | -6% | 13% | -8% | 0% | -11% | -1 | -18%
CN(C)c1nc(-c2ccccc2)[n+](C)s1
→ -6% | -24 | 2% | 19% | -4% | -19% | 0% | -16 | 17%
COc1cccc(N2CCN(CC(=O)Nc3ccc(SC(F)F)cc3)CC2)c1
→ 14% | 9 | 2% | -18% | 2% | -19% | -40%[inhibitor] | -3 | ?
Cc1ccsc1C(=O)C1CCCN(Cc2sc(N(C)C)nc2Cl)C1 (configuration not stated)
→ -20% | ? | 5% | -7% | 12% | ? | -5% | -25 | ?
CCOC(=O)c1cc2cc(OC)ccc2n1C1CCN(Cc2ccccc2)CC1
→ 15% | -89* | 2% | 0% | -5% | ? | -20% | -10 | ?
CCCCOP(=O)(OCCCC)/C(C#N)=C(/C)O
→ 6% | 0 | -1% | 1% | 0% | 2% | i | 5 | 11%
CCN(CC)c1ccc(/C=C2\SC(=O)N(C(C)C)C2=O)o1
→ ? | ? | -71%[inhibitor] | ? | -10% | 0% | -35% | -15 | ?
COc1ccc(CCNCc2sccc2C)cc1OC
→ 9% | -6 | -1% | -21% | -5% | 15% | -6% | -13 | -43%
O=C(Nc1ccon1)c1cccn(Cc2cccc([N+](=O)[O-])c2)c1=O
→ 1% | nt | nt | 7% | nt | -18% | i | -12 | 9%
CCOP(=O)(OCC)C(NC(=O)c1cccc(C)c1)C(Cl)(Cl)Cl (configuration not stated)
→ 6% | 20 | -2% | 6% | 6% | -5% | i | 5 | 1%
COc1ccccc1Cc1c(-c2ccc(F)cc2)nc2cc(C)c(Br)c(C)n12
→ 27% | -22 | -5% | 5% | 2% | -9% | -30% | -6 | ?
CCN(c1ccc(C)cc1C)S(=O)(=O)c1nnc(NC(=O)c2ccco2)s1
→ -22% | ? | 5% | -25% | -7% | -20% | -56%[inhibitor] | -4 | ?
O=C1NC(=O)N(CCc2ccc(F)cc2)C(=O)/C1=C/C=C/c1ccccc1
→ 10% | 1 | -3% | 18% | 6% | ? | -25% | -10 | 10%
O=C(NC(c1ccc(Cl)cc1)P(=O)(Oc1ccccc1)Oc1ccccc1)OCc1ccccc1 (configuration not stated)
→ -2% | -3 | -2% | -27% | -2% | -27% | -11% | -1 | -29%
CCOC(=O)C(O)(c1ccc(NC(=O)NC)cc1)C(F)(F)F (configuration not stated)
→ 3% | -8 | 0% | 8% | 6% | 18% | -3% | -5 | 3%
Cc1nc2ccccc2c(=O)n1-c1ccc(Cl)cc1Cl
→ 16µM* | 6 | 0% | -5% | 1% | -20% | -39%[inhibitor] | 4 | ?
CCOP(=O)(OCC)C(NC(=O)Nc1ccc(C)c(Cl)c1)c1ccccc1 (configuration not stated)
→ 0% | -1 | 3% | -5% | 10% | ? | -4% | -4 | ?
O=c1[nH]c(=O)n(-c2ccc(F)cc2)c(O)c1C=NCCN1CCCCC1
→ 5% | 8 | 0% | -3% | -1% | 1% | i | 0 | 10%
CC/C(=C(\c1ccc(O)cc1)c1ccc(OCCN(C)C)cc1)c1ccccc1
→ 5% | -7 | -1% | -6% | 17% | ? | -17% | -50 | ?
Cc1ccc(CNCCc2ccc(F)cc2)s1
→ 6% | 0 | 6% | -6% | 6% | -11% | i | -15 | -35%
N#CC1c2ccccc2-n2nncc2CN1S(=O)(=O)c1ccc(Cl)cc1 (configuration not stated)
→ 17% | 30 | -9% | 0% | 1% | 8% | -19% | -4 | 5%
O=C(Nc1ccc(Cl)c(Cl)c1)c1ccco1
→ ? | 9 | -27% | 9% | 5% | 0% | -29% | 23 | ?
S=c1[nH]c2ccccc2[nH]1
→ -19% | -10 | 1% | 9% | 0% | -5% | i | 4 | 8%

Brought forward from above: two compounds, followed by the next part.
The line under a structure holds: TDP43 rescue | D3 antag | aSyn yeast inh | HEK293 tox | GLP-1R agonist | KB-V1 MDR tox | PTHR1 ag | DRD3 agonist | GLP-1R inv ag
O=C(Nc1ccc(Cl)c(Cl)c1)c1ccco1
→ ? | 9 | -27% | 9% | 5% | 0% | -29% | 23 | ?
S=c1[nH]c2ccccc2[nH]1
→ -19% | -10 | 1% | 9% | 0% | -5% | i | 4 | 8%
CN(C)c1ccc(NC(=O)c2sc3nc4c(cc3c2N)N2CCC4CC2)cc1
→ 11% | nt | 2% | 4% | 5% | ? | i | 5 | -3%
COCc1cc(C)c(C#N)c(=S)[nH]1
→ -14% | 48 | -2% | -23% | -34%[inhibitor] | -1% | -39%[inhibitor][57.5 µM] | -24 | -15%
CCOc1ccc(OCc2ccc(C(=O)N/N=C(\C)c3ccccn3)cc2)cc1
→ -1% | -81* | ? | ? | 11% | ? | -2% | -26 | ?
CCOC(=O)C1C(=O)N(C)C2(C)CC1c1ccccc1O2 (configuration not stated)
→ 7% | 1 | -7% | -2% | -2% | 15% | i | -2 | 9%
CC(=NC1CCN(Cc2ccccc2)CC1)c1c(O)n(C)c(=O)n(C)c1=O
→ -11% | -9 | -13% | 2% | 1% | -11% | 6%[57.5 µM] | -5 | 68%[activator]
CN1C(=O)C(=Cc2ccc(N3CCOCC3)o2)C(=O)N(C)C1=O
→ 7% | 13 | -14% | -17% | 5% | -3% | i | -3 | 18%
CCOc1cc(C2C(C#N)=C(N)Oc3c2c(=O)oc2ccccc32)ccc1OC(=O)c1cccs1 (configuration not stated)
→ -5% | 2 | 11% | 13% | 4% | 7% | -3% | -2 | 46%[activator]
O=c1c2ccccc2ncn1-c1ccc([N+](=O)[O-])c(C(F)(F)F)c1
→ 9% | 12 | -1% | -9% | -3% | 17% | i | 9 | 1%
CCOC(=O)c1ccc2c(c1)n(Cc1ccccc1)c(C)[n+]2CC
→ -15% | 1 | -3% | -11% | -4% | 24% | i | -20 | -16%
CCCCNC(=O)Nc1ccc(C(O)(C(=O)OC)C(F)(F)F)cc1 (configuration not stated)
→ -12% | -19 | -3% | 8% | 1% | 17% | -3%[57.5 µM] | -3 | 0%
O=C(/C=C/c1ccc2c(c1)OCO2)c1c(O)n(CCC2=CCCCC2)c(=O)[nH]c1=O
→ -13% | -6 | 4% | 2% | -2% | 7.3µM* | i | 1 | -20%
O=C(COc1ccccc1Cl)N1CCCC(N2CCN(c3ccc(F)cc3)CC2)C1 (configuration not stated)
→ 10% | 1 | 0% | -13% | 4% | ? | -18% | 2 | ?
O=C1NC(=S)N(c2ccc(F)cc2)C(=O)/C1=C\c1ccoc1
→ -1% | -16 | 0% | 9% | -1% | 1% | i | -3 | -13%
CC(C)(C)C(=O)OC[N+](C)(C)CCOC(=O)C(O)(c1ccccc1)C1CCCC1 (configuration not stated)
→ -6% | 0 | 1% | 0% | 4% | -7% | -21% | -7 | -4%
N#C/C(=C\c1ccc(N2CCOCC2)o1)c1nc2ccccc2[nH]1
→ -3% | -13 | -6% | 51%[activator] | -14% | 0% | -17% | -3 | ?
Cc1c(C(=O)C(=O)N2CCC3(CC2)OCCO3)c2ccccc2n1C
→ -11% | -15 | -2% | 16% | 6% | -19% | i | -5 | 5%
CCOC(=O)C(O)(c1ccc(NC(=S)NC(=O)c2ccc(Cl)cc2Cl)cc1)C(F)(F)F (configuration not stated)
→ 7% | ? | 1% | 1%[1.53 µM] | -5% | ? | -13% | -11 | ?
CCOP(=O)(Cc1cc(C(=O)CC)c(C)o1)OCC
→ 8% | 10 | 5% | 5% | -3% | 9% | i | 0 | 14%
CCCC[N+]12CCC(CC1)C(Cc1ccccc1)C2 (configuration not stated)
→ -13% | 9 | 11% | 24% | 5% | -12% | -18% | -5 | -12%

Single records, as listed above:
O=c1[nH]c(=O)n(-c2ccc(F)cc2)c(O)c1C=NCCN1CCCCC1 reads TDP43 rescue: 5%; D3 antag: 8; aSyn yeast inh: 0%; HEK293 tox: -3%; GLP-1R agonist: -1%; KB-V1 MDR tox: 1%; PTHR1 ag: i; DRD3 agonist: 0; GLP-1R inv ag: 10%
CCOP(=O)(Cc1cc(C(=O)CC)c(C)o1)OCC reads TDP43 rescue: 8%; D3 antag: 10; aSyn yeast inh: 5%; HEK293 tox: 5%; GLP-1R agonist: -3%; KB-V1 MDR tox: 9%; PTHR1 ag: i; DRD3 agonist: 0; GLP-1R inv ag: 14%
COCc1cc(C)c(C#N)c(=S)[nH]1 reads TDP43 rescue: -14%; D3 antag: 48; aSyn yeast inh: -2%; HEK293 tox: -23%; GLP-1R agonist: -34%[inhibitor]; KB-V1 MDR tox: -1%; PTHR1 ag: -39%[inhibitor][57.5 µM]; DRD3 agonist: -24; GLP-1R inv ag: -15%

A portion of the library; rates above refer to the full screens.
